PTHR1 agonist: qHTS for PTHR1 Agonists: Primary Screen; Potency, µM (doses to about 115 µM), for the others: at the top dose activation, actives largely listed as activators; hit rate 0.075% among 410,000; Parathyroid hormone/parathyroid hormone-related peptide receptor (Homo sapiens), Q03431; HEK293 GP2 PTHR1 cells, GloSensor cAMP luminescence, 1 h; further: potency means the concentration at half of the fitted maximal effect; nearly all actives have a fitted effect of over 55% in size; some results filed as inactive show a strong effect at the top dose; inactives centre near -15; many of its hits are not listed in these tables
Target sequence (Q03431 whole entry, looked up): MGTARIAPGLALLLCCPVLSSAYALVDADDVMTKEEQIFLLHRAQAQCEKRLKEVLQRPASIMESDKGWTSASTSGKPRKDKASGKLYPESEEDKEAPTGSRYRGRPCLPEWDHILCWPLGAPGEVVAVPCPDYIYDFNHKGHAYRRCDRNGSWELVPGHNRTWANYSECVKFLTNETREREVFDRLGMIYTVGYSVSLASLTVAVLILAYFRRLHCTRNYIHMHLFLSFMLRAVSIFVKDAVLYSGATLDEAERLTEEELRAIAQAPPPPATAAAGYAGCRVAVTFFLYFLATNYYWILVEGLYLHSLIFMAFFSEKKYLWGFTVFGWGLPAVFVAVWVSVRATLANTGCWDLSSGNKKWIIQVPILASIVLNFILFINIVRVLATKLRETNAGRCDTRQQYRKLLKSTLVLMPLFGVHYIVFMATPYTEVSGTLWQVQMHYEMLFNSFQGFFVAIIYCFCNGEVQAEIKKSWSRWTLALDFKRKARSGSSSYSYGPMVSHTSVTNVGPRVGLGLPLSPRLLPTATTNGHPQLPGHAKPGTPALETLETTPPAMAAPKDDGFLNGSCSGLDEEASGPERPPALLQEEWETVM
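HEK-293-derived GP2 cells expressing PTHR1 and a GloSensor cAMP reporter, 3,000/well, plated overnight, given luciferin plus IBMX (each 0.5 mM as added) for 1 h at 37 °C, then compound for 1 h at 37 °C. Luminescence was read after 15 min at room temperature.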
D3 antag: qHTS of D3 Dopamine Receptor Antagonist: qHTS | D(3) dopamine receptor (Homo sapiens), P35462 | D3R cells, DiscoveRx beta-arrestin luminescence, antagonist mode; stronger effect = lower value | max response, negative = inhibition, % | hit rate 2.5% among 360,000; in the data active means max response below about -50%; inconclusive means no clear call, values can overlap the other calls; further: on the % scale 0 is the no-effect control and ±100 the full control effect; mostly tested at two doses, the higher about 12 µM
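Cells expressing the human receptor were seeded at 1500 cells/well, incubated overnight at 37 degrees C in 5% CO2, then exposed to library compounds with dopamine controls for 90 minutes at 37 degrees C before luminescent detection.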
pAkt inh: HTS Assay for Inhibitors of Akt Phophorylation: Primary Screen; Neuro2A IGF-stimulated pAkt S473 HTRF, 20 min; stronger effect = lower value; activity change, % for hits at 50 µM; hit rate 0.32% among 360,000; AID 651550, 2012; in the data active means activity change below about -80%; inconclusive means mostly about -51% to -80%; further: on the % scale 0 is the no-effect control and ±100 the full control effect
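Neuro2A cells in DMEM with 0.5% FBS, overnight at 37 deg C, given compound at single 50 µM final, then IGF (6 nM final) for 20 min at 37 deg C. Lysed; phospho-Akt Ser473 by HTRF after 24 h, 665/615 ratio.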
TDP-43 yeast inh: qHTS of TDP-43 Inhibitors; hit rate 1.8% among 410,000; AID 652104, 2013; Potency, µM (doses to about 46.1 µM), inactives show top-dose growth rescue (activation), usual class: activators; TDP-43 expressing yeast growth rescue, BacTiter-Glo, 24 h; further: potency means the concentration at half of the fitted maximal effect; % of control where 0% means no effect; nearly all actives have a fitted effect of over 50% in size
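Cell-based yeast growth screen: TDP-43 expression induced in galactose, inoculum OD600=0.02 after raffinose pregrowth to mid-log. Read-out BacTiter-Glo luminescence at 24 hr, 30 deg C; inhibition of toxicity seen as signal increase.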
GLP1R inv ag: qHTS of GLP-1 Receptor Inverse Agonists (Inhibition Mode); Glucagon-like peptide 1 receptor (Homo sapiens), P43220; Potency, µM (titrated, usually from 38.3 µM), without a hit: at the top dose activity change, negative = inhibition, hits mostly inhibitors; hit rate 1.6% among 410,000; AID 624417, 2012; HEK293 GLP-1R CRE-luciferase, luminescence, 24 h; GLP-1R form is constitutively active; further: potency means the concentration at half of the fitted maximal effect; on the % scale 0 is the no-effect control and ±100 the full control effect; nearly all actives have a fitted effect of over 55% in size
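Seeding at 200 cells/uL, 12 h culture, 24 hr compound treatment, then luciferase reagent and a luminescence read; cells are HEK293 stably expressing a constitutively active GLP-1R plus cAMP-responsive luciferase.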
Abeta yeast res: qHTS for compounds that reverse cellular toxicity of Amyloid beta (A-beta) peptide in yeast: Primary Screen. Potency, µM (top dose mostly 46.1 µM), for inactives: top-dose growth rescue, hits mostly activators. hit rate 0.063% among 410,000. yeast expressing A-beta42, growth rescue, OD600, 48 h; response scale: 0% DMSO, 100% iron-clioquinol control; further: potency means the concentration at half of the fitted maximal effect; nearly all actives have a fitted effect of over 55% in size
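Yeast growth medium received pinned compounds, then yeast cells expressing toxic A-beta were added; plates incubated at 30 C for 48 hr. Growth read as absorbance at 600 nm, normalized to DMSO and equimolar FeCl3 plus clioquinol controls.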
FUS yeast rescue: qHTS for Suppressors of FUS Proteinopathy: Primary screen using FUS-linked yeast assay; S. cerevisiae FUS-expressing, growth rescue, OD600, 24 h; Potency, µM (highest dose often 76.6 µM), for inactives: at the top dose growth rescue (activation), hits mostly activators; hit rate 0.24% among 390,000;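 further: potency means the concentration at half of the fitted maximal effect; plate controls were DMSO vehicle for no effect and reference control for full effect; nearly all actives have a fitted effect of over 55% in size; some results filed as inactive show a strong effect at the top dose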
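Yeast FUS proteinopathy model; galactose-induced FUS (2%), starting OD 0.005. Cpds in dilution series, 24hr, 30C, 99% humidity. Abs 600 nm growth. Pos ctrl CP55940 (top 92uM final); neg ctrl DMSO.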
GLP-1R agonist: qHTS of GLP-1 Receptor Agonists; Glucagon-like peptide 1 receptor (Homo sapiens), P43220; HEK293 GLP-1R CRE-luciferase, luminescence, 4-6 h; cells express a hypersensitive GLP-1R form; Potency, µM (highest dose often 45.6 µM), for the others: at the top dose activation, hits mostly activators; hit rate 0.007% among 380,000; further: potency means the concentration at half of the fitted maximal effect; % of control where 0% means no effect
aSyn rescue: qHTS of alpha-syn Inhibitors. Potency, µM (top dose mostly 46.1 µM), without a hit: at the top dose growth rescue (activation), most hits filed as activators. Yeast expressing alpha-synuclein, growth rescue, BacTiter-Glo, 24 h. hit rate 0.14% among 370,000; further: potency means the concentration at half of the fitted maximal effect; % of control where 0% means no effect; nearly all actives have a fitted effect of over 65% in size
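Screening used galactose-induced yeast with toxic alpha-synuclein levels, exposed to compound for 24 hr at 30 deg C. Cell growth, read with BacTiter-Glo luminescence, gave the measured signal.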
Starred values were filed as active, the others as inactive; i = inactive; ? = inconclusive; / = no result given; [ ] = dose if it differs, or a comment. Unless noted, the call rests on the fitted dose curve; in most records, active means well fitted curve in the direction sought with a large enough effect; inconclusive means small, poorly fitted or top-dose-only effect, or another doubt; inactive means no such curve, though single readings can be large; an effect the other way counts as inactive or inconclusive.

item	molecule	GLP1R inv ag	TDP-43 yeast inh	Abeta yeast res	FUS yeast rescue	PTHR1 agonist	pAkt inh	aSyn rescue	D3 antag	GLP-1R agonist
1	CNC(=O)CN(c1cc([N+](=O)[O-])ccc1OC)S(C)(=O)=O	9%	-2%	29%	/	i	i	2%	-21	4%
2	O=C(Nc1cc(S(=O)(=O)N2CCCCC2)ccc1N1CCCCC1)c1ccncc1	-7%	9%	22%	?	-14%	i	0%	-1	24%
3	N#Cc1c(N)n[nH]c1Cc1cccc2ccccc12	/	/	-8%	1%	i	/	/	/	8%
4	Cc1nn(Cc2ccccc2)c2sc(C(=O)N3CCN(Cc4ccc5c(c4)OCO5)CC3)cc12	?	-16%	9%	26%	-10%	i	-1%	?	0%
5	CCCCNC(=O)Cn1c(=O)n(C)c2ccccc21	4%	4%	-3%	-27%	i	i	0%	-15	0%
6	Cc1ccc(S(=O)(=O)N(CC(=O)NCC2CCCO2)Cc2cccc(C)c2)cc1 (stereo unspecified)	-22%	?	2%	/	-20%	i	0%	0	-4%
7	CC(C)(C)Cc1nnc(NS(=O)(=O)c2ccc(F)cc2)s1	-21%	10%	17%	22%	-10%	i	11%	-4	0%
8	Nc1ccc(-c2ccc(C(=O)O)s2)cn1	16%	8%	3%	-6%	-10%	i	8%	5	-2%
9	O=C(Nc1ccccc1C(F)(F)F)N1CCC(n2c(=O)[nH]c3ccccc32)CC1	-25%	7%	18%	13%	-35%[inhibitor][57.5 µM]	i	6%	-4	-16%
10	CC(=O)c1ccc(-c2ccc(-c3cc(=O)oc4c(C(C)C)ccc(C)c34)cc2)cc1	?	13%	0%	36%	-65%	i	13%	-7	0%
11	O=C(CCc1nnc2ccc(NCc3ccccc3)nn12)NC1CCCC1	32%	-7%	-8%	13%	i	i	0%	3	8%
12	Cc1cc(C)c(NC(=O)CN2C(=O)NC3(CCCCC3)C2=O)c(Cl)c1	0%	-11%	-4%	14%	-12%[57.5 µM]	i	0%	-17	0%
13	CCc1ccc(-c2cc(C)no2)cc1S(=O)(=O)N1CCN(c2ccc(F)cc2)CC1	?	4%	3%	29%	-36%[inhibitor]	i	14%	-13	6%
14	CCS(=O)(=O)N1Cc2ccccc2CC1C(=O)N(C)CC(=O)Nc1ccc(OC)cc1 (stereo unspecified)	-11%	14%	-4%	-15%	i	i	3%	14	-2%
15	Cc1ccc(-c2nc(CS(=O)(=O)CC(=O)NCc3ccc(Cl)cc3)c(C)o2)cc1	8%	0%	-18%	-7%	i	/	/	/	/
16	CN(Cc1ccccc1F)C(=O)C1CCCN(C(=O)c2ccc(Cl)cc2)C1 (stereo unspecified)	-27%	-6%	-8%	14%	-5%	i	17%	10	17%
17	COc1ccc(-n2c(SCc3ccccn3)nc3c(c2=O)SCC3)cc1OC	3%	-27%	-11%	6%	i	i	5%	58	11%
18	COc1ccc(OC)c(/C=C2\SC(N3CCCC(C)C3)=NC2=O)c1 (stereo unspecified)	13%	17%	-8%	28%	-30%[inhibitor]	i	1%	-30	25%
19	CCc1ccccc1N1C(=O)C2C3C=CC(CC3)C2C1=O (stereo unspecified)	-13%	21%	-1%	-26%	i	i	4%	18	-5%
20	CC(C)N(C(=O)[C@H]1C[C@H](CC(=O)NCc2ccco2)C(=O)N2CCc3c([nH]c4ccc(Cl)cc34)[C@]12C)C(C)C	?	35µM*	8%	?	-25%	i	22%	?	1%
21	O=C(O)CCCCCCCCc1cn(CN2C(=O)c3ccccc3C2=O)nn1	2%	17%	-1%	-2%	5%	i	?	?	-1%
22	O=[N+]([O-])c1cc(S(=O)(=O)N2CCCC2)ccc1N/N=C/c1cccs1	6%	10%	8%	28%	-25%[57.5 µM]	i	0%	?	-6%
23	C=CCN1CN(S(=O)(=O)c2cccs2)c2nc3ccccc3nc21	0%	-21%	-5%	24%	-7%[57.5 µM]	i	10%	31	1%
24	Cc1cc(C)c2c(CC(=O)Nc3ccc(S(=O)(=O)Nc4ncccn4)cc3)coc2c1	-11%	-9%	-4%	1%	i	/	/	/	/
25	COCCNC(=O)/C(C#N)=C/c1c(F)cccc1Cl	59%[activator]	?	17%	-14%	-22%	i	1%	1	1%
26	COc1cc2c(cc1OC)C(c1cccs1)CC(=O)N2 (stereo unspecified)	6%	-11%	-4%	21%	-27%	/	/	-24	14%
27	COc1ccc(OC)c(C(=O)NC(CC(N)=O)c2ccc(N3CCC(Cc4ccccc4)CC3)c([N+](=O)[O-])c2)c1 (stereo unspecified)	-3%	0%	2%	41%	-12%	i	3%	20	10%
28	Nc1nnc(SCC(=O)NCCOc2ccccc2)s1	1%	-7%	3%	5%	-21%[57.5 µM]	i	-6%	0	7%
29	CCCn1c(N)c(C(=O)CSc2ncnc3sccc23)c(=O)n(C)c1=O	20%	-15%	0%	21%	-23%	i	-2%	28	-1%
30	O=c1[nH]c(COc2ccccc2)nc2ccccc12	-25%	12%	-1%	-26%	-8%	i	-7%	-2	5%
31	CCCCn1c(C)cc(C)c(S(=O)(=O)c2ccccc2C)c1=O	?	15%	8%	13%	-15%[57.5 µM]	i	-8%	10	-8%
32	Cc1cc(C)cc(NC(=O)NCCc2c(C)nn(C)c2C)c1	7%	0%	-2%	4%	i	/	/	/	/
33	Cc1ccc(N2C(=O)NC(NC(=O)c3ccc(Cl)cc3)(C(F)(F)F)C2=O)cc1 (stereo unspecified)	?	12%	17%	20%	i	i	1%	-9	5%
34	COC(=O)c1ccc(NC(=O)c2cccc(N3C(=O)CCC3=O)c2)cc1	?	-13%	0%	24%	-3%	i	-6%	-12	17%
35	COc1ccc(C2=C(CN(C)C)C(c3ccccc3)c3ccccc3O2)cc1 (stereo unspecified)	?	21%	21%	17%	-17%[57.5 µM]	i	6%	-11	-6%
36	Cc1ccc(C)c(N2CCN(C(=O)c3noc4c3CCCCC4)CC2)c1	?	22%	-17%	23%	-74%[inhibitor]	/	/	/	/
37	CCCS(=O)(=O)N1CCC(C(=O)NCc2ccccc2Cl)CC1	1%	12%	9%	1%	-16%[57.5 µM]	i	3%	?	-8%
38	COc1ccc(NC(=O)CN2C(=O)COc3ccc(S(=O)(=O)N4CCOCC4)cc32)c(OC)c1	-10%	-2%	-2%	13%	i	i	-5%	-8	4%
39	CCCN(CCC)C(=O)Cn1c(SCc2cccc(F)c2)nc2cccnc21	0%	20%	11%	31%	-6%	/	/	/	/
40	CN(CC(=O)Nc1cccc(F)c1)C(=O)c1ccc(OCc2cn3ccccc3n2)cc1	6%	-1%	-8%	0%	-54%[inhibitor]	i	1%	-1	9%
41	C=CCn1cccc(C(=O)Nc2cc(OC)ccc2OC)c1=O	59%[activator]	17%	-6%	14%	-7%	i	1%	-10	23%
42	CN(CC(=O)Nc1cccc(F)c1)C(=O)c1cccnc1Sc1ccc(Cl)cc1	?	-12%	14%	19%	0%	i	-4%	-29	5%
43	OC[C@@H]1CN(Cc2ccc(-c3ccccc3)cc2)C[C@H](n2cnc3c(NCc4ccc(F)cc4)ncnc32)O1	?	?	?	?	-42%[inhibitor]	i	?	36	-5%
44	CCOc1c(Cl)cc(CNCC(C)C)cc1Cl	-27%	-7%	-4%	/	i	i	-1%	-27	-1%
45	S=C(NCc1ccncc1)Nc1cc(Cl)cc(Cl)c1	?	2%	-2%	-4%	-32%[inhibitor]	i	-6%	11	4%

High-throughput results deposited in PubChem BioAssay by National Center for Advancing Translational Sciences (NCATS).

An excerpt (hit frequency here may not be typical).
